# Screening results from PubChem BioAssay.
# PfM18AAP inh – PfM18AAP enzyme inhibition; inhibition, % at 7.35 µM; recombinant PfM18AAP, H-Glu-NHMec fluorogenic cleavage; AID 1822; hit rate 1.2% among 290,000;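 active = inhibition above the campaign mean inhibition over all tested compounds plus 3 SD, cut at about 28% in these data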;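 also: 0% = plate median of test compound wells and 100% = 2 mM ZnCl2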
# DNA FID counter – counter-screen for HCV NS3 helicase inhibitors: DNA intercalator displacement; DNA fluorescent intercalator displacement, fluorescence; inhibition, % at 7.9 µM; hit rate 0.17% among 290,000; in the data active = inhibition above about 37%;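 also: 0% = vehicle and 100% = reference compound; higher means more ethidium bromide displaced from hairpin DNA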
# GPR7 antag – human neuropeptides B/W receptor 1 antagonism; P48145; GPR7-expressing cells, fluorescence antagonist assay; inhibition, % at 4.4 µM; hit rate 1.1% among 290,000; AID 1861; in the data active = inhibition above about 16%, passing the limit was not always enough;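 also: cells stimulated with the agonist NPW; 0% = agonist with vehicle and 100% = vehicle without agonist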
# PHOSPHO1 inh – inhibitors of human PHOSPHO1 phosphatase. recombinant PHOSPHO1, absorbance phosphatase assay. inhibition, % at 13.3 µM. hit rate 1.1% among 290,000. AID 1565; in the data active = inhibition above about 60%
# Target sequence (Q8TCT1 whole entry, looked up): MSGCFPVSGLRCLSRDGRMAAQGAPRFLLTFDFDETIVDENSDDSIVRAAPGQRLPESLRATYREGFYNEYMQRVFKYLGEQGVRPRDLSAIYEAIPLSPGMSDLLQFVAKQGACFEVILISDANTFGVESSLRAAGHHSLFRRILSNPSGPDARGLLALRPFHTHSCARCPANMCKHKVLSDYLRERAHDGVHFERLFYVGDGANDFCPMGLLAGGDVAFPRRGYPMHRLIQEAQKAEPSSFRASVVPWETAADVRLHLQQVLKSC
# MEKK2 mut-MEK5 – signal of MEK5 binding to mutant human MEKK2 PB1 domain. bead flow cytometry, Alexa488-MEK5 binding to MEKK2 mutant. percent response, % at 10 µM. hit rate 0.35% among 290,000. AID 1530; in the data active = percent response above about 24%, passing the limit was not always enough; also: inactives centre near 1; some results filed as inactive read as strong as hits; reference of the scale not given here
# MEKK2wt PB1 HTS – raises or lowers MEK5 binding to wildtype human MEKK2 PB1 domain | bead flow cytometry, Alexa488-MEK5 binding to MEKK2 WT; actives lie on both sides | hit rate 1.1% among 290,000 | binding response (% of control), % at 10 µM; in the data active = binding response below about 67% or above about 130%
# OXTR ag – activates the human oxytocin receptor. hit rate 0.32% among 320,000. P30559. activation, % at 3 µM. AID 2435. CHO-OTR cells, Fluo-8 calcium fluorescence; normalized: DMSO 0%, oxytocin 100%;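 active = activation above the mean of all tested compounds plus 3 SD, cutoff set per screening run, cut at about 20% in these data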;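 also: peak over basal fluorescence ratio from a 100 s FLIPR kinetic read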
# NALP1 inh – inhibitors of NALP1 inflammasome in yeast; inhibition, % at 10 µM; S. cerevisiae NALP1/ASC/caspase-1 growth, X-gal OD620, 72 h; hit rate 0.61% among 280,000; in the data active = inhibition mostly above about 24%, no sharp cut-off; inactive = mostly below about 32%; also: some compounds called inactive have numbers as strong as hits
# MEKK3 PB1 HTS – modulators (inhibitors or enhancers) of MEK5 binding to human MEKK3 PB1 domain; bead-based flow cytometry, Alexa488-MEK5 binding to MEKK3; actives lie on both sides; 0 = blocked by unlabeled MEK5, 100 = vehicle; Q99759; hit rate 1.4% among 290,000; binding response (% of control), % at 10 µM;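 active = binding response more than 3 SD above or below the average of its plate-row segment, actives on both sides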;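 also: Alexa488 bead fluorescence after subtracting the streptavidin-only scavenger bead signal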
# Target sequence (Q99759 whole entry, looked up, the tested form may be a part): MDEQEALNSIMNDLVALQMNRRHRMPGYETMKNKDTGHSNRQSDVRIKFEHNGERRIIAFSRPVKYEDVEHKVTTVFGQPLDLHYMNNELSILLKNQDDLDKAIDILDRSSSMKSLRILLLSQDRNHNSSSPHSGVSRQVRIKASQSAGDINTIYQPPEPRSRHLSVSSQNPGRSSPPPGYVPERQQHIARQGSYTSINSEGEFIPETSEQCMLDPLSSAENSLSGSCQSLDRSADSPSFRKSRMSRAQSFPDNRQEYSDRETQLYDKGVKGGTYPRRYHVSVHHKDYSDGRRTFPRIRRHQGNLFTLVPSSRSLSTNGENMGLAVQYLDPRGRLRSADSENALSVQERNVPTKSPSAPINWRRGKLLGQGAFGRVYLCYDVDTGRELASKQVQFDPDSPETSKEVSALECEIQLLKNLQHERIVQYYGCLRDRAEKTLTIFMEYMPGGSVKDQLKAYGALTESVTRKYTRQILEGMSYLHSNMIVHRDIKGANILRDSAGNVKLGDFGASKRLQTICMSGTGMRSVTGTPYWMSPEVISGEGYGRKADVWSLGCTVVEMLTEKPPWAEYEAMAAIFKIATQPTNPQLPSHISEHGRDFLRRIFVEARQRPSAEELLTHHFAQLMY
# The depositor's hits bear a star; . = not tested or not shown; [ ] = dose if it differs, or a comment.
molecule	PfM18AAP inh	DNA FID counter	GPR7 antag	PHOSPHO1 inh	MEKK2 mut-MEK5	MEKK2wt PB1 HTS	OXTR ag	NALP1 inh	MEKK3 PB1 HTS
CC(C)NCC(O)COc1ccc2c(c1)CCC2 (stereo not given)	4	2	-3	-3	1	108	1.3	24	140*
COc1cc(/C(C)=N/NC(=O)c2ccc(CSc3nncn3C)cc2)cc(OC)c1OC	2	-6	-7	-10	-7	90	-0.1	-14	103
CCOC(=O)CN=C1CC(C)(C)CC2=C1Sc1ncnc(N(C)C)c1N2	13	0	2	97*	-2	92	0.5	-8	95
CSc1ccc(/C=N/NC(=O)CN2CCN(Cc3ccc(Cl)cc3)CC2)cc1	2	-1	-3	5	2	111	5.8	29	137*
O=C(c1cccc(C(F)(F)F)c1)N1CCC2(CC1)NCCc1[nH]cnc12	-1	5	1	7	-4	97	1.0	-3	100
O=C(CCS(=O)(=O)c1cccc2nsnc12)NCc1ccccc1Cl	-6	-1	1	-20	-4	99	-0.7	0	96
CCn1c(C)c(C(=O)c2ccccc2)c(C#N)c1C(=O)O	10	-12	-12	25	14	106	0.6	-5	112
Cc1ccc(/C=N/NC(=O)Cn2cnc3ccccc32)cc1	-5	-7	6	32	-1	100	2.0	-10	96
CCn1c(=O)c2sccc2n(Cc2ccc(C)cc2)c1=O	-10	-13	-22	24	1	101	-1.5	3	99
O=c1[nH]c([N+](=O)[O-])nn1C(c1ccccc1)c1ccccc1	3	-12	-1	24	8	103	-1.6	-8	108
CCCC(=O)Nc1ccc(NC(=O)c2ccccc2)nc1	-3	-7	-6	20	1	111	-0.6	.	109
CCN(c1ccc(NC(=O)COC(=O)c2ccc3ccccc3n2)cc1)C(C)C	6	-1	-14	-32	6	107	-1.7	-8	97
CC(CC(=O)NCc1ccccc1)C1CCCO1 (stereo not given)	5	-12	-6	12	2	100	0.5	22	100
O=C(COC(=O)CSc1nnc(-c2ccc(Cl)cc2)o1)Nc1cc(Cl)cc(Cl)c1	1	3	-11	3	11	102	-0.4	28	101
S=C(NCc1cccs1)Nc1ccccc1Cl	4	-1	4	-12	0	96	0.0	24	118
Cn1c(SCC(=O)c2ccc3c(c2)OCCO3)nnc1C1CC1	6	-9	0	8	2	102	-0.7	0	104
CCCn1c(=O)c(C(=O)NNS(=O)(=O)c2ccc(Cl)cc2)c(O)c2ccccc21	3	-3	-7	3	-2	95	-2.4	16	98
O=C(CSc1ncccc1C(=O)O)NC1CCCCCCC1	2	-1	-5	16	-15	92	1.0	-10	88
CSc1nc(-c2ccco2)cc(C(F)(F)F)c1C#N	-15	-3	-3	-4	0	92	-2.6	3	100
O=C(Cc1ccccc1)NC(Nc1ccccc1)C(Cl)(Cl)Cl (stereo not given)	6	1	5	8	12	100	-1.2	6	104
CCCCNc1cc(NC(C)=O)cc2cc(OC)c(OC)cc12	28*	-9	-3	18	3	98	5.2	-35	97
Cc1ccccc1N=Cc1cccc(O)c1O	30*	4	-4	-3	-2	93	1.7	7	90
Cc1ccccc1OCC(=O)NCc1ccccc1	6	-12	-3	2	3	100	-1.8	-3	102
COc1ccc(S(=O)(=O)N(C)CC(=O)NCc2cccnc2)cc1C	-4	-11	-9	21	2	104	-1.1	2	103
N#C/C(=N\Nc1cccc(Cl)c1)C(=O)c1ccccc1	6	-20	-17	16	3	103	10	3	103
O=C(O)COC(=O)C1C(c2ccccc2)C(C(=O)O)C1c1ccccc1 (stereo not given)	4	1	-9	44	-6	91	0.6	23	97
CCOC(=O)c1cccc(NC(=S)NCc2ccc(C)cc2)c1	4	-6	-17	31	6	105	-0.7	4	103
COc1ccc(C(=O)NC2CC(C)(C)Cc3occc32)cc1 (stereo not given)	1	-10	4	-11	16	105	-2.5	4	106
CC(Cl)C(=O)NN=C(c1ccccc1)c1ccccc1 (stereo not given)	4	-10	-10	33	1	104	-2.5	24	110
O=C1c2ccccc2C(=O)C1c1ccc(O)cc1	-16	-5	1	-10	-13	88	1.9	26	100
CNC(=S)NCc1ccc(OC)cc1	-6	1	4	-8	-1	94	-0.5	13	55*[inhibitor]
COc1ccc2c(c1)c1nc3ccccc3nc1n2CCCN1C(=O)c2ccccc2C1=O	-4	-3	7	-8	11	108	-0.5	36	102
COc1cc(C2NC(=O)NC(C)=C2[N+](=O)[O-])cc(OC)c1OC (stereo not given)	0	-2	-14	13	-6	94	0.1	.	99
Cc1nc(-c2coc3c(CN(C)C)c(O)ccc3c2=O)cs1	-18	2	-9	16	5	113	-0.2	-3	109
Cc1cccc(C)c1OCc1cc(C(=O)N2CC3C[C@@H]4CC2C[C@H](C3)C4)no1	5	-40	-4	-12	7	103	-1.6	14	103
Cc1cc(C)c(S(=O)(=O)c2ccc(C(C)(C)C)cc2)c(Cl)n1	13	-36	-7	46	0	95	10	-19	96
COc1ccc(OC)c(CN2CCN(C(=O)c3ccc(F)cc3)CC2)c1	3	-5	-3	45	5	103	-0.1	10	100
O=C(COc1cc(Cl)c(Cl)cc1Cl)Nc1ccc([N+](=O)[O-])cc1Cl	-5	-2	-7	30	9	91	-0.4	19	93
O=C(Cc1ccccc1)NCc1ccc(F)cc1	3	-6	4	1	14	106	-0.2	16	104
CCS(=O)(=O)c1nc2ccccc2n1Cc1ccccc1Cl	2	-21	-5	-6	4	103	-3.1	-6	100
CCOC(=O)c1cc(CC)sc1NC(=O)CN1CCN(C(=O)C2CCCO2)CC1 (stereo not given)	4	-62	-25	17	8	104	-0.2	2	101
O=C1CCC(=O)N1CC1CC2CCC1C2 (stereo not given)	-3	-4	-6	32	10	90	0.3	-8	91
O=C(N/N=C/c1ccc(O)c(O)c1)c1ccc(CSc2cccc3cccnc23)cc1	57*	-12	7	3	-2	92	0.1	21	101
CC(=O)c1cccc(NCC(=O)c2ccc(C)c([N+](=O)[O-])c2)c1	6	-1	-14	52	7	107	-0.3	15	106
CC(C)OC(=O)C(NC(=O)c1ccccc1)=C1CCCCC1	-8	0	-7	14	6	113	-1.5	22	122*
CCOCCCNC(=O)CN(Cc1ccc(Cl)cc1)S(C)(=O)=O	-20	-4	-2	26	-2	94	0.3	3	90
Cc1cccc(N2CCN(C(=O)c3ccccc3NC(=O)C3CCCCC3C(=O)O)CC2)c1 (stereo not given)	2	-10	-3	13	3	94	-0.5	27	104
OCCCc1ccc(O)c(O)c1	45*	-4	-8	0	1	70	0.6	0	70
COc1ccccc1OCCNC1CCCC1	-5	4	-4	15	-9	87	0.1	-41	83
O=C(c1ccco1)N1CCN(S(=O)(=O)c2ccc(F)cc2)CC1	4	-2	-13	0	0	90	-0.2	3	94
Cc1cc2ccccc2c(=O)n1CC(=O)N(C)c1ccc(F)cc1	10	-17	-16	51	3	109	-1.1	.	108
COc1cc(OC)c(NC(=O)CCNC(=O)Cn2ccc3ccccc3c2=O)cc1Cl	1	-4	0	11	1	107	0.7	20	102
CCc1ccc2nc(-c3cccc(C)c3)nc(SCC(=O)NCC3CCCO3)c2c1 (stereo not given)	2	0	-7	-19	-2	88	0.7	-10	99
COCCNC(=O)C(c1ccc(C)o1)N(C(=O)c1snc(C(N)=O)c1N)c1ccc(C)cc1 (stereo not given)	-7	-2	-10	4	5	106	1.2	32	108
COc1ccc(S(=O)(=O)Nc2cc(Sc3ncn[nH]3)c(O)c3ccccc23)cc1	50*	5	-10	98*	.	.	.	-14	.
CCOc1ccccc1C(=O)Nc1ccc2c(c1)C(=O)NC2=O	-1	-2	-4	14	1	104	-0.6	0	96
Cc1cc(Nc2ccc(C)c(Br)c2)n2nc(C)nc2n1	6	-8	-4	-5	-2	101	-2.2	23	99
O=C(COC(=O)c1ccc2c(c1)C(=O)N(Cc1ccco1)C2=O)NCC(F)(F)F	-8	-10	-5	12	-3	98	1.3	5	99
Cc1ccc(C(=O)Nc2ccc3c(c2)CCC3)cc1S(=O)(=O)N1CCOCC1	-7	-26	-12	43	-6	92	-0.5	-3	103
CC(NC(=O)NC1CCCCC1)c1ccccc1 (stereo not given)	0	1	-2	-5	-2	101	-1.1	22	101

# Next section.
molecule	PfM18AAP inh	DNA FID counter	GPR7 antag	PHOSPHO1 inh	MEKK2 mut-MEK5	MEKK2wt PB1 HTS	OXTR ag	NALP1 inh	MEKK3 PB1 HTS
CCCCN(CCCNC(=O)Cn1ncc2ccsc2c1=O)Cc1ccccc1	0	-7	4	-18	-9	82	-0.7	18	100
CCN(CC)CCn1c(SCC(=O)Nc2cccc(OC)c2)nc2c(sc3ccccc32)c1=O	7	12	-5	-5	2	174*	0.8	4	107
O=C(O)Cn1c2ccccc2c2n[nH]c(=S)nc21	47*	-5	5	-130	1	97	-0.7	-2	92
S=C1SCN(Cc2ccccn2)CN1Cc1ccco1	10	0	-10	94*	4	105	-0.2	0	100
CN(C)C(=O)CSc1n[nH]c(-c2ccco2)n1	0	-1	-9	-9	-14	78	0.6	5	89
Cc1ccc(NC2CCCN(C(=O)CSc3ccccn3)C2)cc1C (stereo not given)	15	-38	3	3	-2	98	.	5	97
CC1CCCN(c2ccc(C(=O)NCc3ccccc3)cn2)C1 (stereo not given)	3	-22	-11	4	-2	98	-1.8	42	104
O=C(Nc1nnc(SCC(=O)N2CCCC2)s1)C1CC(=O)N(c2ccccc2)C1 (stereo not given)	-7	-6	-4	32	5	102	0.9	5	98
OCC[C@@H]1C[C@@H](O)[C@H](O)[C@@]2(Cc3ccccc3CO2)O1	2	-5	-6	25	-9	90	0.6	24	94
O=C(Nc1ccccc1N1CCN(C(=O)c2ccccc2)CC1)c1ccc(Br)o1	3	-53	8	-16	4	99	-1.0	-1	101
CN=C(Nc1ccc(C(=O)OC)s1)c1ccccc1	0	-3	-1	-30	2	100	-0.9	4	100
COc1cc(C2CC(=O)N3CN(Cc4ccccc4)CSC3=C2C#N)ccc1OCc1ccccc1 (stereo not given)	17	-34	-9	15	9	108	-0.3	-21	109
CC(C)CCNC(=O)c1ccc(-n2cnc3cccnc32)cc1	-4	-22	8	33	4	105	-1.1	9	105
O=C(COC(=O)c1ccccc1Oc1ccccc1)NC1CC1	-6	-12	1	-30	-8	87	-1.6	0	99
Cc1ccccc1NC(=O)CN1C(=O)S/C(=C\c2ccc(-c3cc(C(=O)O)ccc3C)o2)C1=O	6	-3	-1	-126	0	100	.	-1	107
COc1ccccc1CNC(=O)C1CCN(S(=O)(=O)c2ccc3c(c2)OCCCO3)CC1	-1	-13	6	-4	1	99	-0.9	24	93
CCCOc1ccc(C(=O)Nc2cc(-c3nn4c(C)nnc4s3)ccc2C)cc1	5	-11	-8	22	-2	94	-2.6	-3	93
CC1(c2ccccc2)NC(=O)N(CC(=O)Nc2cccc(C#N)c2)C1=O (stereo not given)	-2	-4	7	6	0	103	3.7	13	98
Cc1ccnc(OC(C(=O)O)C(OCc2ccccc2)(c2ccc(F)cc2)c2ccc(F)cc2)n1 (stereo not given)	2	-26	-12	29	7	109	0.2	-6	106

# A different layout for some results above.
# Sequence of screens: PfM18AAP inh	DNA FID counter	GPR7 antag	PHOSPHO1 inh	MEKK2 mut-MEK5	MEKK2wt PB1 HTS	OXTR ag	NALP1 inh	MEKK3 PB1 HTS
CC(C)CCNC(=O)c1ccc(-n2cnc3cccnc32)cc1
 : -4	-22	8	33	4	105	-1.1	9	105
Cn1c(SCC(=O)c2ccc3c(c2)OCCO3)nnc1C1CC1
 : 6	-9	0	8	2	102	-0.7	0	104
CC(C)NCC(O)COc1ccc2c(c1)CCC2 (stereo not given)
 : 4	2	-3	-3	1	108	1.3	24	140*
